FBW7 act = human FBW7 E3 ligase activation, primary screen. actives 0.13% (n = 650,000). normalized activity (activation), % at 26.1 µM. Q969H0. AlphaScreen FBW7–phospho-cyclin E peptide binding, activator screen; in the data active = normalized activity above about 1.9%;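 note: purified mutant Fbw7 with reduced substrate affinity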
Target sequence (Q969H0 whole entry, looked up): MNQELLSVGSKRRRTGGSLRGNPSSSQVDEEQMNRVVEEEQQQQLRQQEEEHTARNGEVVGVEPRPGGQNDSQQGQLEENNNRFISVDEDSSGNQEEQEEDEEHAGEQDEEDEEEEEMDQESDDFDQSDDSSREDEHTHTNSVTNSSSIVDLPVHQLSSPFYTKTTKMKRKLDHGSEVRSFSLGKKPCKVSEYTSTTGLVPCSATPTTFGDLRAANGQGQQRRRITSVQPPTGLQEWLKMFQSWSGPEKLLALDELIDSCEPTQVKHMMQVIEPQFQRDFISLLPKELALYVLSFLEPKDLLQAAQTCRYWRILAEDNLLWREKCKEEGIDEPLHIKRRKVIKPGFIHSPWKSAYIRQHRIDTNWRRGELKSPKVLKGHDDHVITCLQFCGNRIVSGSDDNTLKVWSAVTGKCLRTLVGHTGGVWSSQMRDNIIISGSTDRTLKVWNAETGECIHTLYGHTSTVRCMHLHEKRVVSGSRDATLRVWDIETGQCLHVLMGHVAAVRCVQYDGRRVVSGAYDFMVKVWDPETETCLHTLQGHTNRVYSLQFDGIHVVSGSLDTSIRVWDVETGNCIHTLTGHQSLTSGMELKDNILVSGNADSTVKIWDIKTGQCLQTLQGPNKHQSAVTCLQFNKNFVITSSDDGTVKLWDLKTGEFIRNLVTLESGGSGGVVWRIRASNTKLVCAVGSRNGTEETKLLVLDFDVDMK
GPR151 activ = activates the human receptor GPR151 | PathHunter beta-arrestin GPR151 cells, luminescence | activation, % at 11.2 µM | actives 1% (n = 650,000); in the data active = activation above about 4.9%;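 note: 0% = median of compound wells and 100% = cells with positive control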
Target sequence (Q8TDV0 whole entry, looked up): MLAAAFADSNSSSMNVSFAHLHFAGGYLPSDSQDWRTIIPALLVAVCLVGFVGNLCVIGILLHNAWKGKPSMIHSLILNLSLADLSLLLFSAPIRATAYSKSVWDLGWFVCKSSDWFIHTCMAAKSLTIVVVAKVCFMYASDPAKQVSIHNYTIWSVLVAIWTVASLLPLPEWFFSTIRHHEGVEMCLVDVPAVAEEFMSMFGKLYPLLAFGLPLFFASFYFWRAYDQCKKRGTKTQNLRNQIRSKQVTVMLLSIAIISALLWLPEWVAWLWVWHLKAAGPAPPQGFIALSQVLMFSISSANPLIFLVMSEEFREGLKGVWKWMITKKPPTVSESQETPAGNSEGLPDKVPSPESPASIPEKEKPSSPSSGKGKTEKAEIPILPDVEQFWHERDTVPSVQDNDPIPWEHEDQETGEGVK
TEAD-YAP block = TEAD-YAP interaction inhibition. actives 1.4% (n = 640,000). inhibition, % at 9.12 µM. HEK-TIYL cells, TEAD-Gal4/YAP UAS-luciferase luminescence; in the data active = inhibition above about 32%;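 note: 0% = median of test compound wells and 100% = reference inhibitor wells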
MITF primary = blocks human microphthalmia-associated transcription factor; inhibition, % at 2.6 µM; AlphaScreen MITF homodimerization, bead proximity signal; O75030; actives 0.91% (n = 650,000); AID 1259374; in the data active = inhibition above about 50%;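 note: 0% = vehicle wells with protein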
* hit, by the source's call; & = joins results of further samples.

SMILES | FBW7 act | GPR151 activ | TEAD-YAP block | MITF primary
CN1CCc2cc3c(cc2C(=O)Cc2ccc4c(c2C1)OCO4)OCO3 | 0.5 | 0.3 | 2.9 | 13.7
Cc1c(C)n(C)c2ccc(C(=O)NCc3cccs3)cc12 | 0.3 | 0.7 | 4.8 | 14.0
O=C(NCCCN1CCCCC1)c1oc(=O)c2ccccc2c1-c1ccccc1 | 0.1 | 1.2 | -8.0 | -2.9
CC(=O)NC(CC(C)C)c1nnc2n1CCN(Cc1ccccn1)CC2 (stereo not given) | 0.0 | 2.8 | 2.1 | 3.3
COc1ccccc1CNC(=O)c1ccc2c(c1)nc(C)n2-c1cc(OC)c(OC)c(OC)c1 | -0.1 | -0.1 | 6.2 | -1.7
O=C(O)/C=C\C(=O)NNC(=O)c1ccccc1[N+](=O)[O-] | 0.1 | -0.1 | -7.3 | 12.0
CC(C)(CNC(=O)c1cc2ccccc2o1)N1CCOCC1 | -0.1 | 1.4 | -1.8 | -12.6
Cc1cc(C)n2nc(SCc3cc(=O)n4ccsc4n3)nc2n1 | -0.2 | 1.7 | 1.2 | -0.8
Clc1nc(N2CCCCC2)c2c(ncn2Cc2ccccc2)n1 | -0.1 | 0.9 | -1.2 | 11.3
CC1CCCCN1Cn1nc2c3ccccc3ncn2c1=O (stereo not given) | 0.0 | -0.4 | 1.9 | 3.5
Nn1cnn2c(SCc3cccc(Br)c3)nnc12 | -0.1 | 1.3 | 1.1 | -5.7
CN(C)c1ccc(C=Nc2ccc3oc(=O)ccc3c2)cc1 | -0.3 | -0.9 | 4.7 | 3.8
COc1cccc(-n2sc3c(c2=S)-c2cc(OC)ccc2NC3(C)C)c1 | -0.8 | -1.1 | 1.2 | 5.2
COc1cccc(CN2CCC(C(=O)N3CCC(C)CC3)CC2)c1O | 0.0 | 0.1 | 3.1 | 46.5
CC1(C)C2CCC1(CS(=O)(=O)Nc1cc(C(=O)NCc3cccc(Cl)c3)ccc1N1CC3CC(C1)c1cccc(=O)n1C3)C(=O)C2 (stereo not given) | 0.1 | 3.0 | -11.7 | -3.7
Cc1cc(C)c2cc(CN(CCO)C(=O)c3ccccc3)c(=O)[nH]c2c1 | 0.2 | -0.8 | -3.9 | 28.7
CCOc1cccc2cc(-c3cn4cc(C)ccc4n3)c(=O)oc12 | 0.1 | 10.5* | -36.0 | 9.3
COc1cccc(CN2CCC3(CC2)NCCc2c3[nH]c3ccc(OC)cc23)c1 | -1.1 | -0.7 | 22.0 | 19.0
Cc1sc2nc(C3CC3)nc(SCC(=O)NC3CC3)c2c1C | -0.1 | 0.1 | -6.0 | 1.8
Clc1ccc2nc(CSc3nnnn3-c3ccccc3)cn2c1 | 0.1 | -1.6 | 2.8 | 8.6
O=C1c2cccnc2C(=O)N1Cc1ccco1 | -0.5 | 0.8 | -1.6 | 23.5
CN1CCN(C(CC(=O)Nc2cccc([N+](=O)[O-])c2)C(=O)O)CC1 (stereo not given) | -0.1 | 0.3 | -1.5 | -7.5
Cc1cc(NC(=O)CCN2CCOCC2)ccc1Br | 1.5 | -0.9 | -18.8 | 8.4
COc1cc(NC(=O)COc2ccccc2C)cc([N+](=O)[O-])c1 | 0.0 | 0.3 | 0.9 | -1.7
CN=C1SC(CC(=O)NC(C)C)C(=O)N1C (stereo not given) | -0.2 | 1.1 | 3.1 | -1.2

Arranged by length of the SMILES (lowest first): 14 of the compounds above
SMILES | FBW7 act | GPR151 activ | TEAD-YAP block | MITF primary
O=C1c2cccnc2C(=O)N1Cc1ccco1 | -0.5 | 0.8 | -1.6 | 23.5
Nn1cnn2c(SCc3cccc(Br)c3)nnc12 | -0.1 | 1.3 | 1.1 | -5.7
CC1CCCCN1Cn1nc2c3ccccc3ncn2c1=O (stereo not given) | 0.0 | -0.4 | 1.9 | 3.5
CC(C)(CNC(=O)c1cc2ccccc2o1)N1CCOCC1 | -0.1 | 1.4 | -1.8 | -12.6
Cc1c(C)n(C)c2ccc(C(=O)NCc3cccs3)cc12 | 0.3 | 0.7 | 4.8 | 14.0
Cc1sc2nc(C3CC3)nc(SCC(=O)NC3CC3)c2c1C | -0.1 | 0.1 | -6.0 | 1.8
COc1cccc(CN2CCC(C(=O)N3CCC(C)CC3)CC2)c1O | 0.0 | 0.1 | 3.1 | 46.5
CC(=O)NC(CC(C)C)c1nnc2n1CCN(Cc1ccccn1)CC2 (stereo not given) | 0.0 | 2.8 | 2.1 | 3.3
O=C(O)/C=C\C(=O)NNC(=O)c1ccccc1[N+](=O)[O-] | 0.1 | -0.1 | -7.3 | 12.0
O=C(NCCCN1CCCCC1)c1oc(=O)c2ccccc2c1-c1ccccc1 | 0.1 | 1.2 | -8.0 | -2.9
Cc1cc(C)c2cc(CN(CCO)C(=O)c3ccccc3)c(=O)[nH]c2c1 | 0.2 | -0.8 | -3.9 | 28.7
COc1cccc(CN2CCC3(CC2)NCCc2c3[nH]c3ccc(OC)cc23)c1 | -1.1 | -0.7 | 22.0 | 19.0
COc1ccccc1CNC(=O)c1ccc2c(c1)nc(C)n2-c1cc(OC)c(OC)c(OC)c1 | -0.1 | -0.1 | 6.2 | -1.7
CC1(C)C2CCC1(CS(=O)(=O)Nc1cc(C(=O)NCc3cccc(Cl)c3)ccc1N1CC3CC(C1)c1cccc(=O)n1C3)C(=O)C2 (stereo not given) | 0.1 | 3.0 | -11.7 | -3.7

The list continues:
SMILES | FBW7 act | GPR151 activ | TEAD-YAP block | MITF primary
Cc1ccc(S(=O)(=O)NC(CC(C)C)C(=O)N2CCC(C)CC2)cc1 (stereo not given) | 0.0 | 2.3 | -1.2 | 6.1
CCCCOc1ccccc1C1C2=C(CC(C)(C)CC2=O)Nc2nnnn21 (stereo not given) | -0.2 | -0.7 | 1.0 | 8.7
COC(=O)CN1C(=O)/C(=C/c2ccccc2Cl)SC1=S | -0.1 | 0.2 | -12.3 | 10.9
COc1ccc(CNC(=O)CN(C(=O)Cn2nnc(-c3cccs3)n2)C(C)(C)C)cc1 | -0.1 | -0.7 | 5.6 | 14.1
CCn1c(SCc2ccc(F)cc2)nnc1-c1ccc(N)cc1 | 0.0 | 0.4 | -38.1 | 3.6
CC(=O)C1=NN(c2ccccc2)C2C(=O)N(c3ccc(Cl)cc3)C(=O)C12 (stereo not given) | 0.1 | -0.6 | -4.8 | -5.8
O=C(Nc1nc(-c2cccc([N+](=O)[O-])c2)cs1)c1cccc(Br)c1 | -0.2 | 0.6 | 13.1 | -3.5
COc1cccc(NC(=O)Cn2cnc3sc(C)cc3c2=O)c1 | 0.0 | -2.8 | 0.5 | 4.5
COc1ccc(N(CC(=O)NCCc2ccc(OC)c(OC)c2)S(=O)(=O)c2ccccc2)c(OC)c1 | -0.1 | 0.3 | 5.3 | 4.4
N#Cc1ccc(NC(=O)c2cc3nc(-c4ccc(Cl)cc4)cc(C(F)(F)F)n3n2)cc1 | 0.0 | -1.1 | -10.5 | -236.6
Cc1ccccc1C(=O)NC(C)C(c1cccs1)N1CCOCC1 (stereo not given) | 0.2 | 1.6 | 9.1 | 13.4
O=C(Nc1ccccc1)C1CC(O)CN1C(=O)OCc1ccccc1 (stereo not given) | 0.8 | 0.8 | 2.4 | 18.4
Cc1ccccc1N1C(=O)/C(=C/c2ccc(-c3ccc([N+](=O)[O-])cc3)o2)C=C1c1ccccc1 | -0.1 | -1.0 | -5.2 | 8.0
Nc1cc(-c2ccc(Br)cc2)nn1S(=O)(=O)c1cccc2nsnc12 | 0.5 | -0.8 | 3.2 | 18.0
O=C(CCc1ccccc1)N1CCC2(CC1)CC2C(=O)N1CCN(Cc2ccccc2)CC1 (stereo not given) | 0.0 | -0.7 | -3.6 | 20.6
CC(=O)Nc1ccc(NC(=O)CCCc2nc(-c3ccccc3)no2)cc1 | 0.7 | -2.3 | 11.9 | 17.5
COCCn1cnc2sc(C(=O)N3CCN(c4ccccc4F)CC3)c(C)c2c1=O | -0.1 | -2.2 | -2.2 | 6.5
CC(=O)C1=C(O)C(=O)N(c2ccc(O)cc2)C1c1ccc(F)cc1 (stereo not given) | 0.1 | -0.7 | 8.4 | 7.4
O=C1CC(CC(=O)N2CCCCC2CO)(c2ccccc2)C(=O)N1CCc1ccccn1 (stereo not given) | -0.1 | -0.5 | -7.7 | -3.6
Nc1ccn([C@@H]2CS[C@H](CO)O2)c(=O)n1 | 0.1&0.0&0.0 | -1.6&0.2&1.2 | -12.0 | -27.5&15.2&12.5
CCOC(=O)C1CCC(CN(Cc2c(Cl)cccc2Cl)S(=O)(=O)c2ccc(Cl)cc2)CC1 (stereo not given) | 0.1 | 2.0 | 12.2 | -2.9
Nc1cccc(-c2cncc(C(=O)Nc3ccc(Oc4ccccc4)cc3)c2)c1 | 0.0 | 1.6 | 9.2 | 14.4
Cc1ccc(Cn2c(=O)cc(C(=O)O)c3ccccc32)cc1 | -0.1 | -0.9 | -6.5 | -12.7
CCOC(=O)c1ccc(NC(=O)CSc2nnc(Cc3cccs3)n2C)cc1 | 0.0 | 0.5 | 16.3 | 11.4
O=C1CC(=O)Nc2cc(S(=O)(=O)NCCCc3ccccc3)ccc2N1 | -0.1 | -0.2 | 5.4 | 11.3
SMILES | FBW7 act | GPR151 activ | TEAD-YAP block | MITF primary
Cc1cccc2sc(NC(=O)c3cc(-c4ccc(C(C)C)cc4)nc4ccccc34)nc12 | -0.1 | 0.0 | -10.4 | 18.7
CC1Cc2ccccc2N1C(=O)COC(=O)c1ccc(I)cc1 (stereo not given) | -0.2 | -1.4 | 0.8 | 1.8
CC1(C)CC(=O)C2=C(C1)C(c1ccc3c(c1)OCO3)c1c([nH]c(=O)[nH]c1=O)N2 (stereo not given) | -0.1 | 0.8 | 1.8 | -2.4
Cc1ccc(Cl)cc1NC(=O)c1oc(=O)c2ccccc2c1-c1ccccc1 | 0.0 | 0.1 | -4.3 | 6.8
O=C(NCCc1ccccc1)C(=O)NCC(c1ccco1)S(=O)(=O)c1ccccc1 (stereo not given) | 0.0 | -1.6 | -5.5 | 2.1
Cc1ccc(/C(O)=C2/C(=O)C(=O)N(CCC(=O)O)C2c2ccc(Br)cc2)cc1 (stereo not given) | -0.1 | -1.0 | 0.5 | -5.5
Cc1ccc(F)cc1S(=O)(=O)Nc1ccc2c(c1)OCC1CCCN21 (stereo not given) | -0.6 | -0.7 | 15.8 | 7.9
CC(C)c1ccc(NC(=O)C(c2ccc3c(c2)OCO3)N2CCC3(CC2)OCCO3)cc1 (stereo not given) | 0.2 | -0.5 | -0.8 | 19.7
CCOC(=O)c1sc(-c2cccc([N+](=O)[O-])c2)cc1N | -0.1 | 1.3 | -25.4 | -9.4
Cn1c(Nc2ccc(-n3cc(CC(=O)NCCN4CCOCC4)c4ccccc43)nn2)nc2ccccc21 | -0.1 | -1.4 | 4.8 | 29.7
CCOC(=O)c1ccc(NC(=O)C(Cc2ccccc2)NC(=O)c2ccccc2)cc1 (stereo not given) | 0.0 | 0.0 | -2.4 | -12.9
O=C(NC1CCCCC1)c1c[nH]c2ccc(S(=O)(=O)N3CCc4ccccc43)cc2c1=O | 0.4 | 0.0 | 9.3 | 21.8
Cc1ccccc1NC(=O)C1C2C=CC3(O2)C1C(=O)N(C1CC1)C3C(=O)NC1CCCC1 (stereo not given) | 0.3 | 0.3 | 4.1 | 20.3
Cc1nc(SCc2ccccc2)c2c(=O)n(C)c(=O)n(C)c2n1 | 0.2 | -1.4 | -5.5 | 4.8
COc1ccc(-c2ocnc2C(=O)NCCc2ccccc2F)cc1 | 0.1 | 3.7 | -10.6 | 2.1
CCN(C(=O)c1ccc(OC(C)=O)cc1)c1ccccc1C | 0.1 | 0.3 | 8.4 | -2.9
O=C1CCCN1CCCn1c(-c2cccc3ccccc23)csc1=Nc1cccnc1 | 0.2 | -0.1 | -0.3 | 17.0
Cc1cccc(/C=C2\Sc3ccc(C(=O)N4CCC(C(N)=O)CC4)cc3N(C)C2=O)c1 | 0.1 | 0.5 | 15.8 | -13.8
O=C(c1ccc(Sc2ccc(F)cc2)c([N+](=O)[O-])c1)N1CCN(c2ccc(F)cc2)CC1 | -0.4 | -0.1 | 4.7 | 1.4
Cc1cccc2cc3c(N)c(C(=O)Nc4ccccc4N4CCOCC4)sc3nc12 | -0.1 | -0.3 | 0.4 | 3.7
O=S(=O)(NCc1ccco1)c1cccc2cnccc12 | -0.1 | 0.4 | 2.4 | 4.6
O=C(C1CC1c1ccccc1)N1CCCCC1 (stereo not given) | 0.0 | 0.4 | -4.3 | -3.8
CCC(CC)CN1CCc2nnc(C(C)NC(=O)c3cccc(OC)c3)n2CC1 (stereo not given) | 0.2 | -0.9 | 5.6 | 18.3
C=CCn1c(SCC(=O)NC2CCCC2)nnc1-c1cccnc1 | 0.2 | -1.0 | 6.8 | 13.4
COCCN1Cc2cccc(C(=O)Nc3ccc4c(c3)OCCO4)c2C1=O | -0.1 | 0.5 | 23.5 | -2.9
SMILES | FBW7 act | GPR151 activ | TEAD-YAP block | MITF primary
CN(C(=O)CCCNC(=O)Cn1cnc2sc3c(c2c1=O)CCCC3)C1CCCCC1 | -0.5 | -0.6 | 3.4 | -7.0
CO[C@H]1[C@H](NC(=O)CSC)c2ccccc2C12CCN(CC(C)(C)C)CC2 | 0.4 | -0.4 | 4.0 | 10.0
CCOC(=O)C(C)n1ncc2cccn2c1=O (stereo not given) | 0.0 | 2.2 | -2.6 | 2.0
COc1ccccc1-n1cc(C(=O)NCC(=O)Nc2ccc3c(c2)OCO3)c2ccccc2c1=O | 0.0 | -0.5 | 4.4 | 0.5
C/C(=N\Nc1ccc(Cl)c(C(=O)O)c1)c1ccco1 | -0.2 | -1.1 | -2.8 | -3.5
Cc1cccc(NC(=O)CSc2nc3ccccc3s2)c1C | -0.1 | 1.9 | -6.9 | 6.5
O=C1CCSc2ccccc2N1Cc1ccc([N+](=O)[O-])cc1 | 0.2 | -2.2 | -7.8 | 4.9

Source: PubChem
